# Screening data as filed in PubChem.
# GRK2 inh = inhibitors of human GRK2 displacing RNA aptamer; inhibition of aptamer binding, % at 10 µM; AID 488847; bead flow cytometry, FAM-aptamer displacement from GRK2; actives 0.59% (n = 330,000); P25098;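 active = inhibition of aptamer binding above 40%, roughly 3 SD of noise, on plates passing a quality check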;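 also: median bead fluorescence of bound FAM aptamer so fluorescent compounds give negative values; no value below 0 was filed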
# MCL1-BIM inh = MCL1-BIM-BH3 interaction inhibition (human); inhibition, % at 10.9 µM; GST-MCL1 / FITC-Bim-BH3 fluorescence polarization; Q07820; actives 0.68% (n = 320,000);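 active = inhibition above the mean inhibition of all tested compounds plus 3 SD, set per campaign, cut at about 40% in these data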;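 also: 0% = DMSO wells and 100% = unlabeled Bim-BH3 peptide control; higher means more loss of mP so more displacement of Bim peptide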
# Bcl-xL primary = Bcl-xL (human) inhibition. Q07817. GST-Bcl-xL / FITC-Bim BH3 peptide fluorescence polarization. inhibition, % at 10.9 µM. actives 0.7% (n = 320,000);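 active = inhibition above the mean of all tested compounds plus 3 SD, cutoff set per campaign, cut at about 30% in these data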;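 also: 0% = DMSO wells and 100% = unlabeled Bim-BH3 peptide competitor; inhibitors lower millipolarization by displacing the labeled peptide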
# GLD-1 RNA inh = GLD-1-TGE RNA interaction inhibition (C. elegans); Q17339; inhibition, % at 5.96 µM; purified GLD-1 + fluorescein TGE RNA, fluorescence polarization; actives 0.44% (n = 320,000);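 active = percent inhibition above a per-plate cutoff, the plate mean of test compounds plus 3 SD, cut at about 30% in these data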;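 also: 0% = DMSO wells with GLD-1 and probe and 100% = wells lacking GLD-1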
# MEX-5 binding = C. elegans MEX-5 TCR-2 RNA binding activity | Q9XUB2 | MEX-5/FITC-TCR2 RNA binding, fluorescence polarization; stronger effect = lower value | activity score (negative = inhibition of binding), % at 10 µM | actives 0.38% (n = 300,000) | AID 1832;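 active = inhibition past about -25% in most replicates, and total fluorescence under double the plate's negative control median, limit read from the data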;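 also: 0% = DMSO and -100% = 5 µM competing unlabeled TCR2 RNA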
# AGP1 TOR yeast = alters AGP1-GFP fluorescence in TOR pathway yeast screen; GFP response vs DMSO, % at 10 µM; AID 2066; S. cerevisiae AGP1-GFP multiplex flow cytometry, 3 h; GFP as percent of DMSO wells; actives 0.02% (n = 320,000);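 active = GFP response relative to DMSO above a set limit, near screen average plus 3 SD, cut at about 150% in these data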;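 also: median GFP channel fluorescence of the gated AGP1 strain per well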
# CIT2-GFP yeast = yeast TOR pathway CIT2-GFP modulation. S. cerevisiae CIT2-GFP strain, flow cytometry, 3 h; 100 means same as DMSO wells. GFP response vs DMSO, % at 10 µM. actives 0.065% (n = 320,000). AID 2029;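 active = GFP response relative to DMSO above a set limit, near the screen mean plus 3 SD, cut at about 150% in these data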;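 also: ratio of well median GFP fluorescence to mean of DMSO wells on the plate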
# Fam108B counter = Fam108B inhibition, counter-screen for RBBP9 inhibitors; recombinant Fam108B, FP-Rh probe fluorescence polarization; inhibition, % at 9.51 µM; actives 0.33% (n = 300,000); AID 1947;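 active = inhibition above the screen mean inhibition plus 3 SD, computed separately per campaign, cut at about 18% in these data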;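 also: inhibitors lower polarization as less probe binds the enzyme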
# VLA-4 inh = inhibition in a human VLA-4 binding assay | P13612 | VLA-4 expressing cells, ligand binding flow cytometry | inhibition, % (about 7 µM as worked out from the volumes in the protocol) | actives 0.2% (n = 330,000); in the data active = inhibition above about 50%
# Target sequence (P13612 whole entry, looked up): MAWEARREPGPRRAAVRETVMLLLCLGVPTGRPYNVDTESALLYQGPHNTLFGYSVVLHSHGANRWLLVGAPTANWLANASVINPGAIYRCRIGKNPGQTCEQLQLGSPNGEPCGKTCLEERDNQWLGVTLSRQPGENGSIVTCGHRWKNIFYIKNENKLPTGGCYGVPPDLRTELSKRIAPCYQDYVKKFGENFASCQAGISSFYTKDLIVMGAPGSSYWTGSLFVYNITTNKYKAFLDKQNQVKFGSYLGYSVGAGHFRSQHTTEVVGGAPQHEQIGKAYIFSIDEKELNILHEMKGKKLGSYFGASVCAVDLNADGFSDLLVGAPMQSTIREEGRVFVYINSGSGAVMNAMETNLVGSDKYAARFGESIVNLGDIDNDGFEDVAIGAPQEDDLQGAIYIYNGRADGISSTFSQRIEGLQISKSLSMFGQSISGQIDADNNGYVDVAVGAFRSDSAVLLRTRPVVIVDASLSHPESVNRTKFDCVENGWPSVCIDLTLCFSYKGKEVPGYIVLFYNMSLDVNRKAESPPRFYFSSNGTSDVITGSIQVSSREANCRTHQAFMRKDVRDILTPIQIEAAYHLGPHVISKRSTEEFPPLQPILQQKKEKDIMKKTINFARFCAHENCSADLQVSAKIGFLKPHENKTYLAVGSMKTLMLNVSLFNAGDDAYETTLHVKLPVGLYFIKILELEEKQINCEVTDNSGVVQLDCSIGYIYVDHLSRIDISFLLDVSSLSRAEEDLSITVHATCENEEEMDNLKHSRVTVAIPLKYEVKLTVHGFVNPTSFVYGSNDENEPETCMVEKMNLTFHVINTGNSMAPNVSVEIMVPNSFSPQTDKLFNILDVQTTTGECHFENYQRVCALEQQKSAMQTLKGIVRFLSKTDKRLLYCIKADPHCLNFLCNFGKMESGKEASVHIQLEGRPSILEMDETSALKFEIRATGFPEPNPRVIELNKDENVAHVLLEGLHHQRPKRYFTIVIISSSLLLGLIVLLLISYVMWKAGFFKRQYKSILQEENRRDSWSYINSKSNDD
# * = called active by the depositor; nt = not tested or not shown. Random draw from the library; any-hit rate near 2.2%.
SMILES,GRK2 inh,MCL1-BIM inh,Bcl-xL primary,GLD-1 RNA inh,MEX-5 binding,AGP1 TOR yeast,CIT2-GFP yeast,Fam108B counter,VLA-4 inh
CCCn1cc(NC(=O)c2cc3n(n2)C(C(F)(F)F)CC(c2ccccc2)N3)cn1 (stereo unspecified),10,2,-1,3,-0.9,100,100,-1,4
CS(=O)(=O)c1ccc(C(=O)NC2CCCc3ccccc32)cc1 (stereo unspecified),0,1,-7,4,0.0,100,108,-1,-3
Cc1cc(C)c(C(=O)C[n+]2cccc(C(N)=O)c2)c(C)c1,0,7,2,2,5.1,106,89,-3,-12
Cc1ccc(N(CC(=O)NCc2ccc(F)cc2)C(=O)c2csnn2)c(C)c1,0,7,5,-1,0.8,107,97,0,4
Cc1ccc(CN(C)C(=O)c2cc(COc3ccc(F)cc3Cl)on2)o1,0,4,0,9,0.2,106,105,0,8
Cc1ccc(-c2csc(NC(=O)Cn3[nH]c(=O)c4ccccc4c3=O)n2)cc1,0,-26,-10,-6,-4.0,94,98,-9,-1
COc1ccc(-c2oc(=O)c3cc(OC)c(OC)cc3c2-c2ccc3c(c2)OCO3)cc1,0,nt,nt,6,nt,108,104,nt,-21
O=C(C1=C[C@@H](c2ccc(Br)cc2)C[C@@H](OCc2ccc(CO)cc2)O1)N1CCN(Cc2ccccc2)CC1,2,2,4,3,1.2,87,86,-6,-11
CC1CCCCN1CC(O)COCc1ccccc1 (stereo unspecified),1,nt,nt,nt,0.3,92,94,nt,11
Cc1onc(-c2ccccc2)c1C(=O)NC(=S)NNC(=O)c1ccc(O)cc1,0,13,11,4,-1.5,102,97,7,15
O=C(Nc1ccc(N2CCOCC2)c(Cl)c1)c1cccc(-n2cnnc2)c1,0,4,2,5,1.9,105,119,-2,12
c1ccc(C2=NNC(c3ccco3)=Nc3ccccc32)cc1,0,-4,0,0,-0.9,84,86,5,-1
CCOC(=O)c1sc(NC(=O)CSc2nc3c(c(-c4ccc(OC)cc4)c2C#N)CCCC3)c(C#N)c1C,0,4,1,-1,2.3,93,93,-1,16
COc1ccccc1NC(=O)Nn1cnnc1,2,3,0,-2,-2.3,117,114,10,12
Cc1ccc(NC(=O)NCC2CCN(Cc3cccc(Cl)c3)CC2)cc1Cl,0,-1,7,-6,nt,104,100,0,11
CCOC(=O)c1[nH]c2ccc(Br)cc2c1NC(=O)CCN1CCC(C(=O)OCC)CC1,3,-18,-7,-7,-3.3,97,96,-3,9
CCc1nnc(NC(=O)CC23CC4CC(CC(Br)(C4)C2)C3)s1,1,-3,-2,6,1.1,101,103,-1,-7
Nc1cc(N)nc(SCc2ccccc2)n1,2,8,4,9,4.2,92,111,0,-9
O=S(=O)(c1ccccc1)N1CCC2(CC1)CO2,0,-19,-16,-4,1.8,102,102,3,-2
CCC(=O)NC(c1cc(Cl)c2cccnc2c1O)C1CC1 (stereo unspecified),0,26,9,-1,nt,91,97,nt,14
CSc1ccc(C(=S)N2CCCCCC2)cc1,3,7,10,-2,-1.6,99,98,2,5
CCN(CC)C(=S)Oc1ccc(Cl)cc1Cl,0,4,-3,3,3.2,nt,nt,-3,1
Cc1nn(CCCC(=O)NCc2ccccc2)c(=O)c2nn(-c3ccccc3)c(C)c12,5,-1,0,-4,-3.2,99,104,2,8
Cc1nc(SCC(=O)NCc2ccco2)c2c(C)c(C)sc2n1,0,1,8,11,nt,95,91,4,5
Cc1ccc(C2CC2C(=O)NN)cc1 (stereo unspecified),0,4,-3,-3,0.1,97,92,2,1
COc1ccc(OCc2cc(C(=O)NC(C)Cn3cncn3)no2)c(Cl)c1 (stereo unspecified),0,-12,-7,3,1.2,99,96,-3,-2
Cc1ccc(/C=[N+](/[O-])C2SC(=S)N(C)C2(C)C)cc1 (stereo unspecified),1,0,-4,-2,2.2,90,87,3,9
COC(=O)C(C)Sc1nc2c(cnn2-c2ccccc2)c(=O)[nH]1 (stereo unspecified),0,10,5,1,1.1,101,115,4,-21
COc1ccc(C(=O)c2c(-c3ccc(OC)cc3)oc3ccc(-c4cc(OC)c(OC)c(OC)c4)cc23)cc1,0,-2,0,-3,0.9,71,84,-3,0
COc1ccc(N(CC(=O)Nc2ccc3c(c2)OCCO3)S(=O)(=O)c2c(C)nn(C)c2C)cc1,3,3,3,5,0.0,100,101,1,-17
Cc1nc2ccccc2n1C(=O)c1cc(-c2ccc(Br)cc2)nc2ccccc12,0,4,7,-4,nt,96,83,-6,-1
Cc1nonc1C1CCCN1Cc1nc(-c2ccc(F)cc2F)oc1C (stereo unspecified),0,5,-1,2,-2.1,117,101,-2,-6
O=S(=O)(O/N=C1\CCCc2ccccc21)c1ccccc1,0,0,0,8,1.6,101,105,-3,-11
Cc1ccc(-c2csc3ncnc(OCC(=O)NC(=O)NCc4ccco4)c23)cc1,1,9,1,-3,2.0,101,103,-6,10
Cc1ccc(C)c(-n2c(-c3ccc(Br)cc3)csc2=NC(=O)c2ccccc2F)c1,7,-1,2,-3,1.7,89,94,-3,-8
CNC(=O)COC(=O)c1cccc(S(=O)(=O)N2CCN(c3ccc(F)cc3)CC2)c1,1,-3,1,3,0.5,95,104,-1,8
N#CCCN(Cc1cccnc1)C(=O)Nc1ccccc1,2,3,3,8,-0.8,103,110,-5,4
N#Cc1c(NC(=O)C2CCCO2)sc2c1CCCCCC2 (stereo unspecified),0,-4,4,5,2.6,102,101,3,-13
c1cncc(N=c2scc(-c3cccc4ccccc34)n2CCCn2ccnc2)c1,3,9,9,6,-0.3,92,90,1,0
CCN(CC)c1nc(-c2ccccc2)nc2c1sc(=S)n2CC,0,0,-5,5,-1.0,96,90,-1,1

# Whole records, quoted from the list. Screens in order: GRK2 inh, MCL1-BIM inh, Bcl-xL primary, GLD-1 RNA inh, MEX-5 binding, AGP1 TOR yeast, CIT2-GFP yeast, Fam108B counter, VLA-4 inh
# Entry for Cc1ccc(-c2csc3ncnc(OCC(=O)NC(=O)NCc4ccco4)c23)cc1 → 1, 9, 1, -3, 2.0, 101, 103, -6, 10
# Entry for N#Cc1c(NC(=O)C2CCCO2)sc2c1CCCCCC2 (stereo unspecified) → 0, -4, 4, 5, 2.6, 102, 101, 3, -13

# New compounds follow
SMILES,GRK2 inh,MCL1-BIM inh,Bcl-xL primary,GLD-1 RNA inh,MEX-5 binding,AGP1 TOR yeast,CIT2-GFP yeast,Fam108B counter,VLA-4 inh
Cc1nccn1CCOc1ccccc1Cl,0,nt,nt,nt,2.0,99,100,nt,-1
C=CCNC(=S)Nc1ccc(Cl)cc1,0,4,4,3,-0.8,101,102,-1,3
COc1cccc(CNCCNC(=O)c2nonc2N)c1,6,-3,0,4,-0.4,111,109,1,-6
Cc1ccc(S(=O)(=O)N2CCC3(CC2)OCCO3)cc1,15,-3,-3,3,-1.6,101,94,0,-11
Cc1cccc(CN2CCc3c(OCC(=O)NCc4ccco4)cccc3C2=O)c1,0,6,5,3,0.1,97,96,7,-4
CCc1ccc2[nH]c(=O)c(C(c3nnnn3Cc3ccco3)N3CCC(C)CC3)cc2c1 (stereo unspecified),1,-3,0,-4,1.9,95,105,2,1
O=C1c2cccc(OCc3ccc(F)cc3)c2CCN1Cc1ccc(F)cc1,1,2,4,0,0.4,106,102,0,1
CC1(C)Cc2nc3oc4c(=S)nc[nH]c4c3cc2CO1,0,1,-2,-1,2.1,86,86,0,23
CCOC(=O)c1c2c([nH]c(=S)c1C#N)CCCC2,0,19,22,-9,-2.5,116,115,1,-3
COc1ccccc1-n1cc([C@@H]2C[C@H]3CN(c4ccccc4)C(=O)[C@]34CCCN24)cn1,0,-10,-3,-25,-11,104,nt,-23,-33
COc1ccc(C(=O)C2CCCN(C(=O)C3CCOCC3)C2)c(C)c1 (stereo unspecified),0,8,4,-9,0.6,97,104,0,21
Cc1ccc(C(=O)C2=C(O)C(=O)N(Cc3ccco3)C2c2ccc(N(C)C)cc2)o1 (stereo unspecified),3,12,-1,-3,-5.9,103,84,-1,-6
Cc1cccc(NC(=O)Nc2cccc(C)n2)n1,0,15,1,0,1.1,107,99,0,16
CCN(C(=O)c1cccc(S(=O)(=O)N(C)C)c1)C12CC3CC(CC(C3)C1)C2,0,-6,3,5,-0.2,99,97,-2,21
O=C(NC(=S)N1CCN(c2ccc(Cl)cc2[N+](=O)[O-])CC1)c1cccs1,3,-8,0,5,-1.2,90,88,-3,2
CCOc1ccccc1NC(=S)N1C2CCC1CC(NC(=O)NC13CC4CC(CC(C4)C1)C3)C2 (stereo unspecified),3,9,4,0,-1.6,108,108,-1,-8
CC(C)[C@H](NC(=O)N1CCn2c1nc1ccccc12)C(=O)NCc1ccc(F)cc1,1,3,10,-8,-0.5,95,110,2,-11
Cc1ccccc1CCNC(=O)Cn1nc(C)c2c(C)n(-c3ccccc3)nc2c1=O,1,-4,6,5,3.7,99,104,-4,-4
COc1cc(C(=O)NCc2ccc(C(=O)NCC(OC)OC)cc2)cc(OC)c1OC,6,-6,-2,7,0.4,98,93,3,3
COc1ccccc1NC(=S)NNC(=O)c1ccccc1Br,2,19,11,-7,-5.2,101,108,1,2
Cc1cccc(/C=N\Nc2nnc(-c3ccccc3)c(=O)[nH]2)c1,0,-3,-3,0,1.7,103,100,-6,4
O=C(CCCOc1ccccc1)N1CCN(S(=O)(=O)c2cccs2)CC1,2,1,8,1,1.8,102,105,2,24
CCc1c(C)nc(SCC(=O)Nc2nc(-c3ccc(OC)cc3)cs2)[nH]c1=O,2,2,7,-3,-0.6,134,120,13,2
Cc1ccc(F)cc1NC(=O)Cc1nn(C)c(=O)c2ccccc12,2,-5,3,6,2.9,100,95,4,12
COc1ccc(NC2CCCN(C(=O)c3ccc(CSC)o3)C2)cc1OC (stereo unspecified),0,10,9,12,0.9,95,105,0,-2
O=C(COC(=O)c1ccc2c(c1)OCCO2)Nc1cc(Cl)ccc1Cl,0,-5,4,12,-1.9,101,96,-14,2
CCOC(=O)c1c(C)[nH]c(C)c1S(=O)(=O)NCC1CCN(Cc2ccc(C)cc2)CC1,0,9,13,-3,-1.7,98,102,-5,11
CN(C)S(=O)(=O)c1ccc(Oc2ccccc2)cc1,4,5,4,-1,1.0,89,81,-3,17
COC(=O)CC1COc2ccccc2N1C(=O)c1ccc(Cl)cc1 (stereo unspecified),1,-6,-3,7,0.1,109,105,-4,6
C=CCNc1nc(Nc2ccc(OC)cc2)nc(OC)n1,0,-9,-4,0,1.3,105,108,-3,-3
CCOC(=O)Cc1cc(=O)n2[nH]c(-c3ccccc3)cc2n1,1,-6,-3,-6,1.5,105,97,7,22
CCOC(=O)c1ccc(-n2c(CN(CC)CC)nc3ccc([N+](=O)[O-])cc3c2=O)cc1,3,4,2,-5,-0.7,97,99,-5,1
O=C(c1c(F)cccc1Cl)N1CCN(S(=O)(=O)c2ccc3c(c2)OCCCO3)CC1,0,3,-3,2,-3.0,99,116,0,10
COc1ccc(NC(=O)c2ccco2)c(OC)c1,3,7,10,1,0.6,101,99,1,-1
N#Cc1cn(-c2ccccc2)nc1C(=O)c1ccccc1,1,-5,-3,-3,-1.6,91,100,3,1
COc1ccc(C(=O)NC(C)CCc2ccccc2)cc1 (stereo unspecified),5,9,5,-2,2.8,84,95,-1,1
CCOc1cccc(-c2nnc3sc(COc4ccc(Cl)cc4)nn23)c1,0,-8,1,4,4.7,nt,103,-10,26
CSc1nnc(-c2ccccc2N=Cc2c(C)[nH]n(-c3ccccc3)c2=O)c(=O)[nH]1,2,5,8,1,-2.4,100,103,2,-1
